COUP-TFII inh: NR2F2 transcriptional activity inhibitors, primary screen, cell-based, luciferase reporter, HEK293T, luminescence. 370,000 tested, 0.7% active. COUP transcription factor 2 (Homo sapiens), P24468. HEK293T NGFI-A luciferase reporter. inhibition, % at 8.6 µM;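 active means inhibition above a per-plate cutoff, mean inhibition of test wells between control levels plus 3 SD, cut at about 38% in these data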;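 further: cells cotransfected with COUP-TFII expression vector driving the NGFI-A reporter; 0% = median of COUP-TF2 test wells and 100% = reporter-only cells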
TROY signal inh: inhibitors of TROY-driven NF-kB signaling, primary screen, Q293 LMP1-TROYcd cells, NF-kB luciferase, uHTS | inhibition, % at 10 µM | Q293 LMP1-TROYcd NF-kB luciferase reporter, 4 h | 360,000 tested, 0.98% active;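 active means compounds whose plate-normalised and pattern-corrected inhibition of the luciferase reporter signal at the single screening dose is 50% or more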
LRH-1 inv ag: LRH-1 (NR5A2) inverse agonists, primary screen, cell-based, luminescence, HEK293T, StAR-luciferase reporter. Nuclear receptor subfamily 5 group A member 2 (Homo sapiens), O00482. LRH-1 transfected, 24 h. 360,000 tested, 0.13% active. inhibition, % at 3.6 µM;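 active means inhibition above the mean inhibition of all tested compounds plus 3 SD, cut at about 73% in these data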;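 further: 0% = DMSO wells and 100% = reporter-only cells lacking LRH-1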
NCOA2 inhibitor: inhibition of GAL4-SRC2 driven luciferase reporter, primary screen, SRC2 inhibitor project, cell-based, luminescence; Nuclear receptor coactivator 2 (Homo sapiens), Q15596; HEK293 GAL4-SRC2 luciferase reporter; inhibition, % at 9 µM; 370,000 tested, 0.17% active; AID 651957, 2012;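 active means inhibition above the mean inhibition of all tested compounds plus 3 SD, set per campaign, cut at about 52% in these data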;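 further: 0% = DMSO treated cells and 100% = cells given Gossypol at 36 µM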
TRAIL sens C8: viability loss with TRAIL in NB7+C8 cells, primary screen, TRAIL sensitizer project, cell-based, ATPlite luminescence; 360,000 tested, 1% active; AID 624354, 2012; inhibition (viability loss, TRAIL sensitization), % at 10 µM;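 active means compounds causing at least 50% loss of cell viability in the single-dose screen, relative to plate controls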
NCOA3 inh: SRC3 coactivator transcriptional activity inhibitors, primary screen, cell-based, luminescence; Nuclear receptor coactivator 3 (Homo sapiens), Q9Y6Q9; HEK293 GAL4-SRC3 luciferase reporter; inhibition, % at 3.6 µM; 360,000 tested, 0.17% active; AID 588352, 2011;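 active means inhibition above a per-campaign cutoff, the mean of all compounds plus 3 SD, cut at about 60% in these data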;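 further: 0% = DMSO-treated cells and 100% = gossypol-treated cells at 36 µM; higher means less SRC3-driven luciferase light from the GAL4 reporter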
TLR9-MyD88 block: inhibitors of TLR9-MyD88 association in cells, primary screen, cell-based, CHO, BLA complementation, fluorescence; Toll-like receptor 9 (Homo sapiens) + Myeloid differentiation primary response protein …; CCF4 FRET ratio; inhibition, % at 4.98 µM; 340,000 tested, 0.21% active;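 active means inhibition above the mean over all tested compounds plus 3 SD, cut at about 21% in these data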;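 further: 0% = DMSO only wells and 100% = clavulanate BLA inhibitor control wells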
EBV LMP1 NFkB: EBV LMP1-driven NF-kappaB luciferase reporter inhibitors, primary screen, cell-based, luminescence, single point; LMP1-induced NF-kappaB luciferase reporter cells; inhibition, % at 12.5 µM; 350,000 tested, 0.69% active; AID 504558, 2011; in the data active means inhibition above about 41%;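 further: 0% = neutral control wells and 100% = reference inhibitor control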
NCOA1 inh: SRC1 coactivator transcriptional activity inhibitors, primary screen, cell-based, luminescence | Nuclear receptor coactivator 1 (Homo sapiens), Q15788 | HEK293 GAL4-SRC1 luciferase reporter | inhibition, % at 3.6 µM | 360,000 tested, 0.12% active | AID 588354, 2011;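 active means inhibition above the campaign mean plus 3 SD, with each screening campaign given its own cutoff, cut at about 60% in these data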;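 further: 0% = DMSO treated cells and 100% = gossypol at 36 µM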
Vif inh: HIV Vif self-association inhibitors, primary screen, imaging, HEK293T, single point; HEK293T cells, Vif self-association by quenched fluorescence, 24 h; inhibition, % at 7.49 µM; 340,000 tested, 0.35% active; in the data active means inhibition above about 50%, passing the limit was not always enough; further: some results filed as inactive read as strong as hits
NOD2 RIPK2 PPI: NOD2-RIPK2 binding disruptors in cells, primary screen, fluorescence, CHO cells, BLA complementation | Receptor-interacting serine/threonine-protein kinase 2 (Homo sapiens), O43353 | CCF4 ratio | inhibition, % at 4.98 µM | 360,000 tested, 0.38% active; in the data active means inhibition above about 21%;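 further: 0% = vehicle only and 100% = reference blocker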
* marks the source's active call; other numbers are inactive results; . = no result given.

The line under a structure holds: COUP-TFII inh	TROY signal inh	LRH-1 inv ag	NCOA2 inhibitor	TRAIL sens C8	NCOA3 inh	TLR9-MyD88 block	EBV LMP1 NFkB	NCOA1 inh	Vif inh	NOD2 RIPK2 PPI
- Cc1ccc(CS(=O)Cc2ccc(C(=O)NCc3ccc4c(c3)OCO4)o2)cc1 (stereo not drawn)
  0	3	12	10	-10	-30	-4	-4	-34	4	-7
- O=c1oc2ccccc2c(Nc2ccc(O)cc2)c1[N+](=O)[O-]
  2	17	8	-3	-10	13	6	-7	-1	11	4
- CCN(CC)CC#Cc1ccc(C)cc1
  13	13	-6	-3	29	23	-2	-4	17	0	5
- Cc1cc(Cl)c(S(=O)(=O)N2CCCC2)cc1OCC(=O)NC1CCCCC1
  62*	17	-16	19	7	21	1	10	-14	-37	10
- O=C(Cn1cc(Cl)c([N+](=O)[O-])n1)NCCC1=CCCCC1
  10	-19	-9	-22	-5	-1	-15	-8	-13	4	-9
- Nc1nonc1-n1nnc(C(=O)N/N=C/c2c(F)cccc2Cl)c1-c1ccc2c(c1)OCO2
  -4	27	-4	0	-17	-8	-10	-7	-3	-4	4
- O=C(Cc1c(F)cccc1Cl)N1CCCC1
  14	9	-21	4	-21	8	1	-40	-17	0	0
- Cc1cc(=O)n2nc(-c3ccccc3)sc2c1C#N
  3	-22	4	-41	1	-7	-16	-7	-28	3	-5
- N=c1ccn2c(n1)O[C@H]1[C@H](O)[C@@H](CO)O[C@H]12
  -8	12	-6	16	-4	-10	-5	31	-21	.	-2
- Cn1cc(CN(CCO)Cc2cccs2)c(-c2ccccc2F)n1
  -10	-12	-7	-10	-4	3	5	5	6	-4	-7
- COc1ccc(N(C)C(=O)C2CCN(S(=O)(=O)c3cccc4nsnc34)CC2)cc1
  18	-11	-4	3	13	3	-4	5	-5	-1	4
- O=C1c2ccccc2S(=O)N1c1cccc(F)c1 (stereo not drawn)
  -20	4	0	-5	7	-4	3	5	-16	-4	-2
- COc1ccc(S(=O)(=O)N(CCc2ccccc2)CC(=O)O)cc1OC
  -6	-23	-10	-23	-4	16	-7	-1	12	6	0
- O=C(c1cc(F)cc2c1OCOC2)N1CCN(c2ccc(F)cc2)CC1
  13	15	5	-19	-7	19	0	12	-9	9	-8
- COC(=O)c1cccc(NC(=O)CCNC(=O)c2ccc([N+](=O)[O-])cc2)c1
  9	7	2	10	-6	-8	-7	5	10	8	-23
- O=C(NCCS(=O)(=O)N1CCN(c2ccccc2F)CC1)C1CC(=O)N(c2ccc(F)cc2)C1 (stereo not drawn)
  12	-28	-3	-19	11	-5	10	3	16	-6	-13
- COC(=O)c1c(NC(NC(C)=O)C(Cl)(Cl)Cl)sc2c1CCCC2 (stereo not drawn)
  20	22	1	-5	-5	17	2	-2	-7	-10	2
- Cc1cccn2c(=O)c(/C=N/O)c(N3CCCC3)nc12
  15	-8	-7	1	14	3	-6	3	-7	8	-8
- COc1ccc2c(c1)CC/C(=C/c1ccco1)C2=O
  -51	-68	-169	-30	50	-64	4	-6	-123	.	-5
- O=S(=O)(c1ccccc1)N(CC(O)CN1CCCC1)c1ccccc1 (stereo not drawn)
  14	-25	-16	22	4	7	0	1	-33	2	-2
- Cn1ccs/c1=N\S(=O)(=O)c1ccc(Br)cc1
  -3	0	22	-14	8	-1	7	3	5	-11	-4
- CCOC(=O)c1sc(NCc2ccco2)c(-c2nc3ccccc3s2)c1N
  -16	21	-9	-21	-4	-27	-1	-51	-19	-5	5
- CCCN1C2=NCCN2c2ccccc21
  6	0	9	-2	-4	15	-6	-3	-15	1	0
- COc1ccc(OC)c(Nc2ncnc3sccc23)c1
  1	-36	-24	15	-11	6	-6	2	17	2	-10
- Cc1nc2cc(Nc3ccncc3)ccc2s1
  5	6	6	-25	-16	9	-6	-9	8	-5	3
- CC(C)[C@H](NC(=O)[C@@H]1CSC2c3ccccc3C(=O)N21)C(=O)NCc1ccco1 (stereo partly drawn)
  -2	9	10	-11	-4	15	12	-14	-10	20	5
- Cc1cccc(N(C(=O)c2ccco2)C(C(=O)NC2CCCC2)c2cccnc2)c1C (stereo not drawn)
  2	1	-7	-33	-11	-1	-4	-2	23	-3	2
- CCC(C(N)=O)N1C(=O)C2C3CCC(C3)C2C1=O (stereo not drawn)
  9	6	9	-6	10	0	0	-2	5	20	-6
- COc1ccc(S(=O)(=O)N2Cc3ccccc3CC2C(=O)Nc2ccc(O)cc2)cc1OC (stereo not drawn)
  10	-1	-14	-17	-1	3	3	5	19	-8	-8
- CCSc1nnc2c3cc(CC)ccc3n(C)c2n1
  .	-67	14	.	-4	-20	0	-33	-22	-3	-3
- CNc1c(NS(=O)(=O)c2ccc(Cl)s2)c(=O)oc2ccccc12
  -6	3	7	-7	5	0	-2	4	-16	-5	-4
- COc1cc(/C=C(\C#N)C(=O)NCc2cccs2)ccc1O
  13	4	14	8	8	3	-4	-7	-10	1	-5
- COc1ccc(CCNC(=S)NC(=O)c2ccccc2)cc1C
  -31	-4	-14	-44	2	8	-9	-6	-13	-3	-5
- C/C=C(\C)CN1CCC(n2nccc2NC(=O)CCCc2ccccc2)CC1
  -24	-6	3	-2	-10	9	-12	-5	6	-4	2
- COc1cccc(NC(=O)c2oc3ccccc3c2NC(=O)c2ccc3c(c2)OCO3)c1
  -9	-38	7	-32	31	-17	1	-24	-15	3	-5
- O=C(Nc1ccccc1Cl)C1(c2ccccc2)CC1(Cl)Cl (stereo not drawn)
  13	-7	6	25	4	-4	-7	6	9	0	-2
- C=CCOC(=O)/C(=C\c1ccccc1)NC(=O)c1ccco1
  -22	-5	-10	6	-8	14	-1	7	10	-7	-3
- O=[N+]([O-])c1cc([N+](=O)[O-])c2cc(-c3cccnc3)[nH]c2c1
  10	-15	10	11	14	14	2	0	-4	-10	-10
- O=C(Cn1c(=S)[nH]c2ccccc2c1=O)N1CCN(c2ccc(F)cc2)CC1
  22	19	-2	-12	-16	2	-5	-19	-9	-6	5
- Cc1cc(NC(=O)CSc2n[nH]c(-c3cccs3)n2)no1
  -7	10	15	-3	6	18	-5	11	-4	-8	4
- CCOC(=O)c1c2ccc(OCC(=O)N/N=C/c3ccc(C)cc3)cc2n2ccccc12
  0	15	8	19	22	-12	8	-8	-19	2	17
- Cc1ccccc1N=C1NC(=O)/C(=C/c2cccn2C)S1
  10	3	-3	4	10	-9	-3	4	-19	2	4
- Cc1cc(C(=O)Nc2ccon2)c(C)o1
  14	-19	-18	-13	4	-1	-4	-5	-28	1	-3
- CCNc1nc2ccccc2[nH]1
  -9	2	5	-5	10	6	10	-2	2	0	15
- O=C(O)CSc1c2ccccc2cc2ccccc12
  3	-22	-25	0	-2	0	3	7	-11	2	-2
- Cc1ccn(CC(C)C(=O)O)n1 (stereo not drawn)
  -16	5	13	-7	-2	14	-12	3	-6	17	-3

Source: PubChem BioAssay

These rows are one share of the data. The share of hits here may be higher or lower than overall.
